Screens deposited in PubChem BioAssay by several laboratories.
AddAB inh – growth inhibition of E. coli expressing H. pylori AddAB, primary screen, AddAB inhibitor project, absorbance; inhibition, % at 11.9 µM; hit rate 0.29% among 330,000; in the data active = inhibition above about 12%;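 also: 0% = vehicle wells of infected cells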
PKA-R2B activ – activators of PKA-R2B holoenzyme, primary screen, biochemical, fluorescence polarization, Cy5-IP20, human | cAMP-dependent protein kinase catalytic subunit beta (Homo sapiens) + cAMP-dependent … | PKA-R2B holoenzyme dissociation; R2B truncated from residue 108, S112A mutant; 0% DMSO only, 100% 113 µM cGMP | activation, % at 11.4 µM | hit rate 0.079% among 340,000 | AID 504700, 2011;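 active = activation above a cutoff set at the mean over all compounds plus 3 SD, cut at about 18% in these data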;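 also: higher means more holoenzyme dissociation and a rise in polarization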
Tat transport – E. coli Tat export inhibitors, primary screen, MC4100, TorA-mCherry reporter, fluorescence, single point | inhibition, % at 10 µM | hit rate 0.036% among 340,000 | AID 488895, 2010;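 active = mean replicate inhibition at least 50% and at least half of replicates individually reaching 50%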;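 also: exported cargo escapes ClpAP degradation while cytoplasmic cargo is degraded and loses fluorescence; 0% = median of neutral control wells and 100% = median of NaSCN control wells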
MOR-DOR ag – agonists of OPRM1-OPRD1 heterodimerization, primary screen, cell-based, luminescence; AID 504326, 2011; hit rate 0.3% among 340,000; Mu-type opioid receptor (Homo sapiens) + Delta-type opioid receptor (Homo sapiens), …; cells; activation, % at 9.3 µM; in the data active = activation above about 18%;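 also: 0% = vehicle-treated cells and 100% = reference agonist; values of inactives mirror those of a sister screen read the other way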
Target sequence (P35372 whole entry, looked up): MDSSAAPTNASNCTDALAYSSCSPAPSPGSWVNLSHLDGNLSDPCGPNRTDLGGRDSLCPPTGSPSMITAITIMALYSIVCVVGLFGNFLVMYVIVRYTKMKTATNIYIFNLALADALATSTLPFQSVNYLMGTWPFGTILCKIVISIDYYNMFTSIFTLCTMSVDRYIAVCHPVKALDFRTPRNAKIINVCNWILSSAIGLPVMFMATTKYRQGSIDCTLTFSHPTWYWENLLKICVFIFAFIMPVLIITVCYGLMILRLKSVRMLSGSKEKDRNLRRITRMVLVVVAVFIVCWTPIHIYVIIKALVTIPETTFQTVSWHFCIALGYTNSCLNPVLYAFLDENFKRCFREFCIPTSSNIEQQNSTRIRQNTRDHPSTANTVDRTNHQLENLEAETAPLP
Target sequence (P41143 whole entry, looked up): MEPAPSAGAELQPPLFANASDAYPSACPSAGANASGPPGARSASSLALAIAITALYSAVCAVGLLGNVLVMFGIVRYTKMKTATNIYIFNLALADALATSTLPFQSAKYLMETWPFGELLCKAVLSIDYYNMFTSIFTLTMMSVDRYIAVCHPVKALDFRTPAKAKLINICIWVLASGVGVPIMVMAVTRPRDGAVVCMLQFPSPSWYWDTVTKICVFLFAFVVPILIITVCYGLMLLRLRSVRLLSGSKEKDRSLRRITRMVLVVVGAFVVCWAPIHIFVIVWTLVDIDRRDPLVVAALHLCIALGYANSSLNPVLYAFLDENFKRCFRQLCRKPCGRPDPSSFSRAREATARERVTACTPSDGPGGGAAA
MOR-DOR inv ag – inverse agonists of MOR-DOR heterodimerization, primary screen, cell-based, luminescence | Mu-type opioid receptor (Homo sapiens) + Delta-type opioid receptor (Homo sapiens), … | inhibition, % at 9.3 µM | AID 504357, 2011 | hit rate 0.21% among 340,000 | cell-based MOR-DOR heterodimer luminescence, inverse agonism; in the data active = inhibition above about 22%, passing the limit was not always enough;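 also: 0% = cells with DMSO and 100% = wells without cells with DMSO; values of inactives mirror those of a sister screen read the other way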
E coli growth – E. coli V3065 growth inhibition, primary screen, counter-screen for AddAB inhibitor project, absorbance, OD600. hit rate 0.27% among 330,000. inhibition, % at 11.9 µM. 18 h. AID 449728, 2010;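 active = inhibition above the campaign's mean inhibition across all tested compounds plus 3 SD, cut at about 9.9% in these data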;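 also: uninfected addAB+ strain grown without phage in ampicillin broth; 0% = DMSO wells and 100% = ciprofloxacin 0.95 µg/ml wells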
PfHsp90 set2 – growth inhibition of PfHsp90-expressing yeast, primary screen, antimalarial PfHsp90 inhibitor project, S. cerevisiae, BacTiter-Glo luminescence, single point, set 2. inhibition, % at 9.4 µM. hit rate 0.32% among 310,000. BacTiter-Glo ATP, 48 h; yeast lacking PDR1 and PDR3 efflux regulators;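 active = every replicate shows inhibition above about 80%, whatever the replicate mean, limit read from the data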;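 also: 0% = DMSO neutral controls and 100% = 20 µM radicicol positive controls; yeast relying on Plasmodium falciparum Hsp90 in place of its own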
Mot1-301 SUMO – yeast Mot1-301 growth rescue at high temperature, primary screen, SUMOylation pathway inhibitor project, S. cerevisiae, ATP luminescence, 38.5C. AID 2716, 2010. growth rescue, % at 18.8 µM. hit rate 1% among 320,000. S. cerevisiae Mot1-301 growth rescue; percent above DMSO median, 100 means doubled;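 active = every valid replicate shows activation above 250% relative to neutral control wells; inactive = the rest, any valid replicate at or below 250%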;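 also: OY570 slx delta 5 strain wells were the positive control but not used for scaling; some compounds called inactive have numbers as strong as hits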
PKA-R1A activ – activators of PKA-R1A holoenzyme, primary screen, biochemical, fluorescence polarization, Cy5-IP20, bovine R1A, mouse PKAc; PKA-R1A dissociation; scaled: DMSO 0%, 113 µM cGMP 100%; hit rate 0.083% among 340,000; cAMP-dependent protein kinase type I-alpha regulatory subunit (Bos taurus) + …; activation, % at 11.4 µM;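 active = percent activation above the mean of all tested compounds plus 3 SD, cut at about 19% in these data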;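 also: higher means more PKAc released from R1A so a rise in polarization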
HTR5A inv ag – HTR5A inverse agonists in luminescence cell assay, primary screen, counter-screen for OPRM1-OPRD1 heterodimer inverse agonist project, full-deck HTS; 5-hydroxytryptamine receptor 5A (Homo sapiens), P47898; HTR5A cell line, inverse agonism; inhibition, % at 9.3 µM; hit rate 0.083% among 340,000; in the data active = inhibition mostly above about 23%, no sharp cut-off; inactive = mostly below about 18%;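 also: 0% = cells with DMSO and 100% = no-cell wells with DMSO; some compounds called inactive have numbers as strong as hits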
phage Ecoli inh – growth loss of phage-infected E. coli, primary screen, RecBCD inhibitor project, absorbance, with phage, HTS | inhibition, % at 11.9 µM | hit rate 0.26% among 360,000 | AID 651602, 2012; in the data active = inhibition above about 11%
* hit, by the source's call; · = no result given.

SMILES	AddAB inh	PKA-R2B activ	Tat transport	MOR-DOR ag	MOR-DOR inv ag	E coli growth	PfHsp90 set2	Mot1-301 SUMO	PKA-R1A activ	HTR5A inv ag	phage Ecoli inh
O=C(NCC1CCCO1)C(C(=O)c1ccccc1)n1ccccc1=O (stereo unspecified)	2.2	1	-3	-1.9	9	0.0	4	-17	3	0	2.2
COc1ccc(-c2c(C)c3cc(O)ccc3oc2=O)cc1OC	4.0	-7	-8	-2.5	13	0.8	-3	51	-2	-17	2.1
C(=N\N1CCN(Cc2cccc3ccccc23)CC1)/c1ccco1	4.5	6	2	4.9	-27	0.5	2	24	0	4	3.3
C[C@H](CO)N1C[C@H](C)[C@@H](CN(C)Cc2ccccc2)Oc2c(NC(=O)c3ccncc3)cccc2C1=O	3.2	-1	4	-0.4	2	-0.9	10	·	-4	-6	2.4
Oc1ccc(N=Nc2nccs2)c(O)c1	3.8	-4	-42	-8.2	37*	5.4	5	-25	-4	21	·
O=C(Nc1cccc(S(=O)(=O)N2CCCCC2)c1)c1ccc(OCC2CCCO2)cc1 (stereo unspecified)	0.8	10	-7	0.7	-3	0.8	-11	15	5	-43	3.8
Cc1ccc(NC(=O)c2cc3c(CO)cnc(C)c3oc2=Nc2cccc(C(N)=O)c2)cc1	-0.6	-13	-11	-3.8	17	-2.4	-32	-16	-6	11	1.4
CC(C)Oc1ccc(C(=O)Nc2ccccc2N2CCOCC2)cc1	-2.0	-1	16	0.0	0	0.9	10	-2	-6	-3	2.6
CCCCNC(=O)c1cc2nc(-c3ccccc3)cc(C(F)(F)F)n2n1	-1.3	-6	3	2.5	-12	-0.5	6	5	-3	0	-0.1
CC1CCCC(NC(=O)Cn2c(Cl)nc3c2c(=O)n(C)c(=O)n3C)C1C (stereo unspecified)	1.6	0	6	·	·	0.7	2	4	-7	·	2.4
COc1ccccc1CNC(=O)C1CCN(S(=O)(=O)N2CC(C)CC(C)C2)CC1 (stereo unspecified)	0.8	-12	-7	1.6	-10	-3.9	·	153	-14	-4	-0.8
O=C(N/N=C/c1sc(N2CCCCC2)nc1-c1cccs1)c1cccnc1	0.4	-4	6	-2.5	13	0.2	-27	-3	-3	-7	1.9
Cc1ccccc1-c1noc(CCC(=O)NCCc2ccccc2)n1	-0.6	-13	7	-2.0	10	0.9	-30	23	0	-18	-0.2
COc1ccc(N(CC(=O)Nc2c(C)n(C)n(-c3ccccc3)c2=O)S(=O)(=O)c2ccccc2)cc1OC	0.0	1	-5	-2.0	12	-0.4	16	-6	-5	16	1.6
O=C(Cn1c(=O)oc2cc(S(=O)(=O)N3CCCC3)ccc21)N1CCc2ccccc2C1	-1.7	-4	20	-0.4	2	1.5	6	3	10	12	2.8
C#CCOC(=O)Nc1ccc(=O)n(Cc2c(Cl)cccc2Cl)c1	-1.6	7	-7	-4.5	20	0.8	-8	-15	-12	19	-0.2
COc1cc(CN2CCC(C(=O)NC3CCCC3)CC2)ccc1O	-0.2	-10	1	-1.3	7	1.1	·	-10	-8	-20	-2.6
Cc1cc(C)c(S(=O)(=O)NCCn2c(C)cc3ccccc32)c(C)c1	-4.3	-10	3	-1.3	7	-1.2	3	-8	2	-13	2.3
COc1ccc(OC)c(NC2c3ccccc3C(=O)N2c2cccnc2)c1 (stereo unspecified)	-0.3	-2	-9	-0.6	4	-1.6	3	0	-6	3	2.1
COC(=O)c1ccccc1NS(=O)(=O)c1c(C)noc1C	0.3	-11	1	0.9	-6	2.0	17	38	-10	5	1.4
CCN1C(=O)[C@@H]2[C@H](C1=O)[C@@H]1C(=O)Nc3ccccc3C(=O)N1[C@@H]2c1ccccc1	2.3	-10	-3	-3.3	19	-1.4	14	6	-12	-5	3.3
CCOc1ccc2nc(NC(=O)C3CCN(C(=O)c4ccco4)CC3)sc2c1	2.2	9	5	-0.8	4	-0.4	-39	-1	2	-12	4.7
O=C(O)/C=C/c1ccccc1[N+](=O)[O-]	6.0	-2	3	-2.8	15	-1.6	9	-7	-4	2	5.4
COc1cccc(CN2C(=O)CCC2(C)C(=O)NC2CCCCCC2)c1 (stereo unspecified)	3.1	4	-5	-1.7	8	-1.2	·	·	0	1	1.4
CC(C)Cc1cc(C(=O)N2CCC(N3CCC(C(=O)NC4CC4)CC3)CC2)n[nH]1	0.0	-8	-3	-2.6	13	-2.0	-5	16	-4	16	5.7
Clc1cccc(Oc2cnc3ccccc3n2)c1	0.2	-2	-5	3.0	-15	1.1	-9	·	-5	-5	4.6
Cc1ccc([N+](=O)[O-])cc1S(=O)(=O)Nc1cccc(-c2ccc(N3CCCC3)nn2)c1	-1.6	-4	2	1.0	-6	-0.9	-12	73	-5	-1	1.2
O=C(NCCN1CCOCC1)c1cc2cc(Br)ccc2oc1=O	1.9	-5	2	1.3	-7	0.3	·	628	2	3	4.2
CCn1nc(C)c(CNC(=O)CCc2nnc(Cc3c[nH]c4ccccc34)o2)c1C	1.3	-9	9	-1.6	9	-1.2	46	140	-2	-22	2.7
O=C(C[n+]1ccccc1)N/N=C/c1ccc(Br)cc1	0.4	-7	-6	-1.2	5	1.8	-10	4	-17	0	-0.6
CCn1cc(CN2CCCC(C(=O)c3ccc(-c4ccccc4)cc3)C2)cn1 (stereo unspecified)	1.2	·	-4	·	·	0.6	10	73	·	·	4.0
CCOC(=O)c1ccc(NC(=O)CSc2nnc(CNc3ccc(C)cc3)n2C)cc1	1.4	-13	-6	-0.1	0	-1.8	-5	7	-8	4	-0.3
O=C(O)c1ccc2c(=O)n3c(nc2c1)/C(=C/c1cccc(Cl)c1Cl)CC3	-1.6	-2	7	-3.5	18	-1.2	8	6	4	12	-0.6
CC(C)(C)NS(=O)(=O)c1ccc(NS(=O)(=O)c2ccc(F)cc2)cc1	2.7	-19	-1	-3.4	19	2.7	1	64	-3	-38	4.0
CCCN(CC(=O)Nc1ccccc1C)C(=O)c1cn2ccccc2n1	2.1	-3	-2	-1.0	4	1.4	8	-10	5	-2	1.0
COc1ccc(Br)cc1/C=C/C(=O)Nc1ccc2ccccc2c1	-1.2	0	-5	-0.7	4	0.1	-7	14	-2	-5	2.5
Cc1cccc(NC(=O)NCCN2CCCCC2)c1	0.5	3	-10	-3.9	18	-0.3	-12	87	-10	8	1.2
COc1nnc(-c2ccc(C)c(S(=O)(=O)NCCO)c2)c2ccccc12	2.3	-11	-3	-1.5	8	-3.0	3	-23	-9	2	2.8
O=C(c1ccc(N2CCOCC2)c([N+](=O)[O-])c1)N1CCCC(C(F)(F)F)C1 (stereo unspecified)	1.2	-12	-6	-2.0	11	2.5	-20	53	-5	5	0.7
COc1ccc(/C=C2\N=C(SC)NC2=O)cc1	1.8	-8	-3	-3.1	18	-0.1	7	-5	3	29	2.0
COc1ccc(C(=O)N[C@H](C(=O)NCCc2ccc3c(c2)OCCO3)C(C)C)cc1	-1.0	-1	0	-4.3	18	-0.3	·	0	-3	-1	0.5
CC(C)(C)c1ccc(OCCC(=O)OCC(=O)NC2CC2)cc1	1.9	5	-1	-0.6	3	1.2	·	27	-3	11	-1.5
Cc1cc([N+](=O)[O-])ccc1NCc1ccccc1	1.8	-3	-11	1.0	-4	3.4	-6	-3	3	3	·
CC1CCN(C(=O)CSc2ccc(-c3cccc([N+](=O)[O-])c3)nn2)CC1	5.2	1	-2	0.8	-4	-1.2	-8	-1	4	3	3.2
CC(C)(C)C(=O)NC1CC2CCCC(C1)N2C(=O)Nc1ccccc1Cl (stereo unspecified)	·	-9	-7	-1.6	8	·	-22	0	2	3	3.2
COc1ccc(C(=O)CSc2nnc(CNC(=O)c3ccccc3F)n2C)cc1OC	-0.7	0	-4	0.0	0	-0.9	-14	-15	-1	8	0.3
Cc1cccc(CN2C(=O)N/C(=C/c3cc(C)n(-c4cc(C)ccn4)c3C)C2=O)c1	1.4	-12	7	-2.2	12	1.5	-20	-3	-16	-23	·
CCCC(=O)Nc1ccc2oc(=O)ccc2c1	8.5	-1	-2	-2.8	13	0.5	-13	21	1	0	4.4
CCCOc1ccc(C2C(C(=O)c3cc4ccccc4o3)=C(O)C(=O)N2c2cc(C)on2)cc1 (stereo unspecified)	0.8	-8	-5	-2.0	11	-0.1	4	0	-7	-2	-3.7
Cc1[nH]c2ccccc2c1C(=O)CSc1nncn1C	-1.1	0	1	-1.2	7	1.2	3	24	-6	-18	1.6

Further compounds follow.
SMILES	AddAB inh	PKA-R2B activ	Tat transport	MOR-DOR ag	MOR-DOR inv ag	E coli growth	PfHsp90 set2	Mot1-301 SUMO	PKA-R1A activ	HTR5A inv ag	phage Ecoli inh
O=C(O)c1ccc(NS(=O)(=O)c2cc(Cl)sc2Cl)cc1	3.4	-3	2	-3.1	17	-1.3	23	-12	-4	1	1.0
Cc1ccc(S(=O)(=O)Oc2ccc(/C=C(/NC(=O)c3ccccc3)C(=O)Nc3ccccc3)cc2)cc1	2.4	-1	4	-1.9	9	0.5	16	-10	7	2	-2.9
Cc1nnc(NC(=O)CCn2c(=O)oc3ccccc32)s1	2.2	-2	-3	-2.5	16	-3.8	7	-5	6	-17	1.1
COc1ccc(C(=O)c2cnc[nH]2)cc1	4.2	·	0	·	·	1.0	-4	-5	·	·	3.3
O=C(CSc1nnc(CNc2ccc(Cl)cc2)o1)Nc1nc2ccccc2s1	2.1	3	-1	0.7	-3	-0.8	10	-30	8	7	2.3
O=C(Nc1ccccc1N1CCOCC1)c1ccc(Br)o1	-1.2	1	-15	-3.4	15	-2.3	-14	62	6	3	1.2
O=C(O)c1ccc(/C=N/O)cc1	-0.6	-2	3	0.4	-2	-2.0	22	20	1	-5	0.9
O=C(Nc1nc(-c2ccccc2)cs1)c1ccc(N2CCOCC2)c([N+](=O)[O-])c1	3.8	-12	8	1.6	-8	2.3	-11	5	-1	-39	·
CCCCC(C(=O)O)C(C)CC(=O)Nc1cccc(C(=O)O)c1 (stereo unspecified)	0.8	1	1	-2.6	15	0.4	2	-11	-9	-35	1.1
CCN(CC)C(=O)[C@H]1CC(CC(=O)NCCCN(C)C)C(=O)N2CCc3c([nH]c4ccccc34)[C@]12C (stereo partly specified)	1.5	-14	-9	-4.2	20	-3.4	7	-10	-15	-16	2.1
